Screening data: PubChem, Icahn School of Medicine at Mount Sinai
ROC1-CUL1 inh: blocks human RBX1-Cullin-1 di-ubiquitin formation; actives 0.6% (n = 140,000); in vitro K48 di-Ub FRET, acceptor:donor ratio, 45 min; P62877+Q13616; AID 1347404; inhibition, % at 10 µM; in the data active means inhibition above about 25%
Target sequence (P62877 whole entry, looked up): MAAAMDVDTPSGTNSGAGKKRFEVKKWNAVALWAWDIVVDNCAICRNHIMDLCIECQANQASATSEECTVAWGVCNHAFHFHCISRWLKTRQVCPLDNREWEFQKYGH
Target sequence (Q13616 whole entry, looked up): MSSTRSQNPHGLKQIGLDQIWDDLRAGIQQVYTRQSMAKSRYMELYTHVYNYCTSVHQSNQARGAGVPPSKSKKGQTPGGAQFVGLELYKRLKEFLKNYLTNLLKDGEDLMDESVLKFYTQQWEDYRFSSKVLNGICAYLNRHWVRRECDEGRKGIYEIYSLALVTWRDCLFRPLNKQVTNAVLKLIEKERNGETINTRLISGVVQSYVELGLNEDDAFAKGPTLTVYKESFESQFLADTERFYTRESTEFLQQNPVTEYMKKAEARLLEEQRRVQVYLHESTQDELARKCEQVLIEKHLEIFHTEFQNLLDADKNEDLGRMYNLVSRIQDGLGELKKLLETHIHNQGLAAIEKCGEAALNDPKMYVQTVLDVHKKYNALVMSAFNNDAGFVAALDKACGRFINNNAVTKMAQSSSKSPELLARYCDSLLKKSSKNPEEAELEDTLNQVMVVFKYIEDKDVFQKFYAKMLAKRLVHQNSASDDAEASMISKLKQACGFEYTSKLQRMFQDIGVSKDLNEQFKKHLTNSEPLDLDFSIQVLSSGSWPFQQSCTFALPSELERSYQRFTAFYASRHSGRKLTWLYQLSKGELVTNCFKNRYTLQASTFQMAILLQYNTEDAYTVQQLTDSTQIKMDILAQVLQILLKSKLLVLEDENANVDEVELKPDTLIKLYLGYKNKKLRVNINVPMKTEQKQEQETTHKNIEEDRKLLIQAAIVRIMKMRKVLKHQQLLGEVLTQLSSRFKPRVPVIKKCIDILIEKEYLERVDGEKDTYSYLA
* hit, by the source's call; & = joins results of further samples. A portion of the library; the hit share may differ from the screen's.

ROC1-CUL1 inh,smiles
3,Cc1c(CC(=O)N2CCNC(=O)C2)c2c(n1Cc1ccc(F)cc1)CCCC2=O
-1,Cc1ccc(S(=O)(=O)N2CCN(Cc3ccc4c(c3)OCO4)CC2)cc1
-5,COc1cccc(NC(=O)CSCn2nnc3c(=O)[nH]c(Cc4ccc(F)cc4)nc32)c1
-3,O=C(O)c1cccc(Cn2cc(Br)c([N+](=O)[O-])n2)c1
-2,CSC1=N/C(=C\c2ccccc2OCc2ccccc2)C(=O)S1
-2,CC(=O)N1CCC(N2CCC(CCC(=O)N3CCc4ccccc4C3)CC2)CC1
1,COC(=O)c1ccc(NC(=O)CCc2c(C)nn(-c3ccc(N4CCCCC4)nn3)c2C)cc1
-4,CCCN1CCN(C(=O)c2ccc3c(c2)OCCO3)CC1
8,C=CCOc1ccc(C(=O)OCCN2CCCCC2)cc1
0,Cc1cccc(-n2c(C)c(C)n3c4c(=O)n(CCCO)c(=O)n(C)c4nc23)c1
-6,CC(=O)Oc1ccc(-c2cccc(C(=O)N3CCCCC3)c2)cc1
3,COc1ccc2c(CNCCc3cccs3)c(C(=O)O)n(Cc3cccc(F)c3)c2c1
4,CCOc1ccc(S(=O)(=O)NCc2cccn2Cc2cccc(C)c2)cc1
-2,CCOc1cc(C#N)c(NC(=O)c2ccc(C(=O)OC)cc2)cc1OCC
-9,C=CCO/N=C(/C)C1C(=O)C(CC)=C(c2ccccc2)N(c2ccccc2)C1=O (stereo unspecified)
-1,Cc1ccc(NC(=O)c2ccc(N3CCOCC3)cc2)cc1
-1&4,CC1(C)CC(NC(=O)NC2CCCCC2)CC(C)(C)N1
-3,OCc1ccc(CN2CCCC(Nc3ccc4c(c3)OCO4)C2)o1 (stereo unspecified)
-5,CN(C1CCCCC1)S(=O)(=O)c1ccc2c(c1)c(=O)c(C(=O)NCCc1ccc(Cl)cc1)cn2C
0,COc1ccc(N2CCN(C(=O)c3cc(NS(=O)(=O)c4ccc(F)cc4)ccn3)CC2)cc1

For convenience, part of the list above.
ROC1-CUL1 inh,smiles
-6,CC(=O)Oc1ccc(-c2cccc(C(=O)N3CCCCC3)c2)cc1
3,COc1ccc2c(CNCCc3cccs3)c(C(=O)O)n(Cc3cccc(F)c3)c2c1
4,CCOc1ccc(S(=O)(=O)NCc2cccn2Cc2cccc(C)c2)cc1
-2,CCOc1cc(C#N)c(NC(=O)c2ccc(C(=O)OC)cc2)cc1OCC

Further results.
ROC1-CUL1 inh,smiles
8,COc1ccc(C(=O)CCC(=O)Nc2ccc(C)c(Cl)c2)cc1
2,COc1cc2c(c3ccccc13)OC(C)(C)CC2
-6,O=C(CCn1c(=O)c2cccn2c2cccnc21)N1CCN(c2cccc(Cl)c2)CC1
-10,Cc1noc(-c2ccc(N(CC3CCC(=O)N3)C(C)C)nc2)n1 (stereo unspecified)
-2,O=S(=O)(NCCCCc1ccccc1)c1ccc2oc3ccccc3c2c1
1,CCOC(=O)C1(Cc2ccccc2C)CCCN(C(=O)c2csc(SC)n2)C1 (stereo unspecified)
-12,N#Cc1c(N2C(=N)C(C#N)C(C(F)(F)F)(C(F)(F)F)C3=C2CCC3)sc2c1CCCCC2 (stereo unspecified)
7,CC1CCc2cc(F)ccc2N1C(=O)c1nn(C)cc1Br (stereo unspecified)
5,Cc1cccc(Cc2nnc(CCC(=O)N3CCCC(CN4CCOCC4)C3)o2)c1 (stereo unspecified)
-9,COC(=O)c1c(NC(=O)c2cccs2)sc2c1CCCC2

Filtered by structure: those above with an aryl methoxy group
ROC1-CUL1 inh,smiles
-5,COc1cccc(NC(=O)CSCn2nnc3c(=O)[nH]c(Cc4ccc(F)cc4)nc32)c1
3,COc1ccc2c(CNCCc3cccs3)c(C(=O)O)n(Cc3cccc(F)c3)c2c1
0,COc1ccc(N2CCN(C(=O)c3cc(NS(=O)(=O)c4ccc(F)cc4)ccn3)CC2)cc1
8,COc1ccc(C(=O)CCC(=O)Nc2ccc(C)c(Cl)c2)cc1
2,COc1cc2c(c3ccccc13)OC(C)(C)CC2

(continued)
ROC1-CUL1 inh,smiles
-3,CCCN(CCC)S(=O)(=O)c1ccc(NS(=O)(=O)c2ccc(F)cc2)cc1
-7,CC(Oc1ccc(Cl)cc1)C(=O)NNC(=S)NC(=O)c1ccco1 (stereo unspecified)
10,O=C(CCN1CCCCO1)N1CCc2onc(-c3ccc(F)c(F)c3)c2C1
4,COc1ccccc1-n1c(SCCC(C)C)nc2sc3c(c2c1=O)CCC3
-11,CCC(c1ccccc1)C(CC)c1ccccc1 (stereo unspecified)
2,Cc1nc(C)c(C(=O)Nc2ccc(F)cc2)s1
0,COc1ccccc1CNc1ccc(Br)cn1
7,COc1cccc(Cn2c(=O)n(CC3CCC(C(=O)N4CCCCC4)CC3)c(=O)c3sccc32)c1 (stereo unspecified)
-15,CCN1C(=O)C(Cc2nc3ccccc3c(=O)n2-c2ccc(OC)cc2)c2cc(C)ccc21 (stereo unspecified)
14,CCOC(=O)c1ccc(NC(=O)c2c(NCc3sccc3C)sc3c2CCCCC3)cc1
14,COc1ccc(Br)cc1C(=O)Nc1ccc(CN2CCOCC2)cc1
-3,CC(NC(=O)CCc1cn(Cc2ccccc2Cl)c2ccccc12)c1ccccc1 (stereo unspecified)
11,COc1ccccc1-c1noc(CCCC(=O)Nc2cc(C)ccc2C)n1
0,CCNC(=O)C1CC(=O)N(c2cc(C)cc(C)c2)C1 (stereo unspecified)
-9,COc1cccc(N=c2ssc3c2-c2ccc(C)cc2NC3(C)C)c1
12,CNCc1ccccc1OCc1ccc(C)cc1
10,COc1ccc(C(=O)C2CCCN(C3CCN(Cc4ccco4)CC3)C2)cc1F (stereo unspecified)
-6,Cc1cccc(-c2noc(CN(C(=O)c3ccc(C)c(C)c3)C(C)C)n2)c1
-2,Cc1cc(N2CCCCC2)cc(C)c1[N+](=O)[O-]
4,COc1ccc(S(=O)(=O)Nc2cnn(Cc3c(F)cccc3Cl)c2)cc1

Part of the list above in order of length of the SMILES, descending:
ROC1-CUL1 inh,smiles
10,COc1ccc(C(=O)C2CCCN(C3CCN(Cc4ccco4)CC3)C2)cc1F (stereo unspecified)
4,COc1ccc(S(=O)(=O)Nc2cnn(Cc3c(F)cccc3Cl)c2)cc1
-9,COc1cccc(N=c2ssc3c2-c2ccc(C)cc2NC3(C)C)c1
14,COc1ccc(Br)cc1C(=O)Nc1ccc(CN2CCOCC2)cc1
-2,Cc1cc(N2CCCCC2)cc(C)c1[N+](=O)[O-]

Further compounds
ROC1-CUL1 inh,smiles
4,COc1ccc(COC(=O)c2[nH]c3c(c2C)C(=O)CC(c2ccc(OC)c(OC)c2)C3)cc1 (stereo unspecified)
-3,COc1cc(/C=N\NC(=O)C2c3ccccc3Oc3ccccc32)ccc1O
-7,Cc1cccc(NC(=O)Cn2c(=O)n(CCCCCC(=O)NCc3ccc4c(c3)OCO4)c(=O)c3sccc32)c1
-1,C=CCN(CC=C)C(=Nc1ccc(C)cc1)C(=Nc1ccc(C)cc1)N(CC=C)CC=C
-3,CCSc1ncc(Cl)c(C(=O)Nc2ccc(S(=O)(=O)N(C)c3ccccc3)cc2)n1
-4,CCOc1ccc(-n2c(C)c(C(C)=O)c3cc(C(=O)OC)ccc32)cc1
8,COc1ccc(CCNC(=O)c2csc3c2CCCCC3)c(OC)c1
11,Cc1oc(-c2ccc(NC(=O)Cc3ccccc3)cc2)nc1CNC(=O)c1cc(C(C)C)[nH]n1
3,O=C(C1CC1)N1CCN(Cc2ccc(Cl)c(Cl)c2)CC1
-15,O=C(Nc1ccc(Cl)cc1)c1cc2nc(-c3ccc4c(c3)OCO4)cc(C(F)(F)F)n2n1
6,Cc1c(Br)c([N+](=O)[O-])nn1CC(N)=O
5,CCNS(=O)(=O)c1cc(F)ccc1OC
-5,Cc1ccc2oc(=O)c3cc(C(=O)Nc4ccc(C)c(F)c4)sc3c2c1
-2,COc1ccc(N2C(=O)C3C(c4cccc(Br)c4)OC4(C(=O)c5ccccc5C4=O)C3C2=O)cc1 (stereo unspecified)
106*,Cc1cccc(C2=NN3C(=N)/C(=C\c4ccc([N+](=O)[O-])o4)C(=O)N=C3S2)c1
-2,CC(C)(C)c1ccc(OCC(=O)NCCN2CCOCC2)cc1
1,O=C(O)CCc1ccc(-c2ccccc2)n1-c1cccc(Br)c1
-3,Cc1ccc(C(=O)c2cn(Cc3cccc(F)c3)c3nc(C)ccc3c2=O)cc1
4,Cc1ccc(-n2c(=O)c3c(C)c(C)sc3n(Cc3ccc(F)cc3Cl)c2=O)cc1C
-6,O=C(c1nc(-c2ccc(Cl)cc2)n2c1CCCCC2)N1CCN(c2ccccc2F)CC1

Retrieved by compound from the entries so far:
ROC1-CUL1 inh,smiles
-5,Cc1ccc2oc(=O)c3cc(C(=O)Nc4ccc(C)c(F)c4)sc3c2c1
6,Cc1c(Br)c([N+](=O)[O-])nn1CC(N)=O
-2,CC(C)(C)c1ccc(OCC(=O)NCCN2CCOCC2)cc1
-6,O=C(c1nc(-c2ccc(Cl)cc2)n2c1CCCCC2)N1CCN(c2ccccc2F)CC1

The list continues.
ROC1-CUL1 inh,smiles
3,Cc1ccc(OCC(O)CN2CCn3c4c(c5cc(C6CCCCC6)ccc53)CCCC42)cc1 (stereo unspecified)
0,CCOC(=O)C1CCN(C(=O)c2cc3ccc4ccc(C)[nH]c4c3n2)CC1
2,Cn1c(=O)n(C)c2cc(C=C3C(=O)c4ccccc4C3=O)ccc21
-2,COc1ccc(C2Nc3ccccc3C(=O)N2Cc2ccco2)cc1COc1ccc(F)cc1 (stereo unspecified)
8,O=C1c2ccccc2C(=O)N1CCc1c[nH]c2ccc(O)cc12
5,O=C1c2cccc(Cl)c2C(c2ccccc2)(c2cccs2)c2cccc(Cl)c21 (stereo unspecified)
-3,CCOCc1nnc(NC(=O)c2ccc(NC(C)=O)cc2)s1
3,CCCc1cc2c(cc1NC(=O)c1ccccc1Cl)OCO2
0,CSc1ccc(CC(=O)N2CCC3(CCCN(C)C3=O)C2)cc1 (stereo unspecified)
0,CC1(C)CC(=O)C(=Cc2c[nH]c3ccccc23)C(=O)C1
7,Cc1cnnn1-c1ccc(NC(=O)c2nnn(-c3cccc(Cl)c3)c2C)cc1
2,COc1ccc(NC(=O)c2cc(S(=O)(=O)N3CCOCC3)cn2C)cc1Cl
4,CCCNC(=O)CN(C1CCCCC1)S(C)(=O)=O
7,Cc1nnc(SCCCCSc2nnc(C)n2N)n1N
-4,COc1cccc(-c2ccc(NC(=O)C3CCCN3C(=O)c3ccoc3)cc2)c1 (stereo unspecified)
-8,FC(F)Oc1ccccc1C1Oc2ccccc2C2CC(c3ccccc3)=NN21 (stereo unspecified)
4,O=C(C1CCCCC1)N1CCN(Cc2cccc(F)c2)CC1
4,COc1ccc(-n2c(=O)c3c4c(sc3n3c(SCCC(C)C)nnc23)COC(C(C)C)C4)cc1 (stereo unspecified)
-3,COC(=O)N1C=Cc2ccccc2C1(C#N)C(=S)SCc1ccccc1 (stereo unspecified)
1,c1ccc(CN=C2NC(=NCc3ccccc3)c3ccccc32)cc1
-7,CSc1oc(-c2ccc(F)cc2)nc1S(=O)(=O)c1ccc(Br)cc1
1,CCOc1ccc(C2C(C(=O)c3ccc4c(c3)CC(C)O4)C(=O)C(=O)N2CCCOC)cc1OC (stereo unspecified)
1,CN(Cc1ccncn1)C(=O)c1cc(Cn2ccc3ccccc32)[nH]n1
0,CC(=O)c1cn(C(C)(C)CO)c(=O)[nH]c1=O
0,O=C(COc1ccc(F)cc1)NCCN1CCOCC1
1,CCCN(C(=O)C1CCN(S(=O)(=O)c2c(C)noc2/C=C/c2ccc(C)cc2)CC1)c1ccccc1F
-2,Cc1cc(C)cc(-n2c(SCC(=O)Nc3cccc(F)c3)nc3c([nH]c4ccccc43)c2=O)c1
7,N#CC1C(=N)Oc2n[nH]c(-c3ccc4ccccc4c3)c2C1c1cccc(Br)c1 (stereo unspecified)
1,Cc1nc(SCC(=O)c2ccc(F)cc2)c([N+](=O)[O-])[nH]1
-6,CCC(=O)N1CCc2cc(S(=O)(=O)NC(C(=O)NCc3ccccc3Cl)C(C)C)ccc21 (stereo unspecified)
7,Cc1cnc(CN2CCC3(CCCN(CC4CCCCC4)C3=O)C2)[nH]1 (stereo unspecified)
1,CCN=C1S/C(=C\c2ccc(OCC(=O)O)c(Cl)c2)C(=O)N1CC
17,COc1ccc(CCNC(=O)CS(=O)(=O)Cc2nc(-c3cccc(Cl)c3)oc2C)cc1OC
-8,O=C(c1ccc2c3c(cccc13)CC2)C1CCCN(C(=O)Cn2cnnn2)C1 (stereo unspecified)
-5,O=C(Nc1cccc(Cl)c1)Nc1ccccc1N1CCOCC1
2,Cc1oc(-c2ccccc2NC(=O)C2CCC2)nc1CNC(=O)c1cc(C2CC2)nc2ccccc12
-4,Cc1ccc2c(-c3ccccc3)c(-c3nnnn3-c3ccc(Cl)cc3)cnc2c1
2,c1ccc2c(c1)C(=NNc1nncc3ccccc13)c1ccccc1-2
-2,COc1cc(/C=C2\C(=O)NN(c3ccc(F)cc3)C2=O)ccc1O
-13,CCCCOc1ccc(/C=C2\SC(=O)NC2=O)cc1
0,COCCn1cc(C(=O)NCC2(c3ccccc3)CCCC2)c(=O)c(C(=O)N2CCCCC2C)c1 (stereo unspecified)
6,CCOC(=O)c1c(NC(=O)c2cccs2)sc2c1CCC(C(C)(C)CC)C2 (stereo unspecified)
-11,CCC(=O)c1ccc2ncccc2c1
-3,CNC(=O)c1cc2c(=O)n3cccc(C)c3nc2n(Cc2ccncc2)c1=N
4,Cc1cccc(CN2CCCC(O)(CN(C)CC(C)C)C2=O)c1 (stereo unspecified)
8,O=C1CC(c2ccncc2)C2(CCCCCC2)N1 (stereo unspecified)
-2,COc1cnc(NCc2cc(C3CC3)n[nH]2)nc1-c1ccnn1C
9,CCOc1ccc(CCNC(=O)c2ccc(-n3c(C)cc4c3CCC(C)C4)cc2)cc1OCC (stereo unspecified)
2,COc1ccc(F)c(CN2CCCC3(CCN(C(=O)c4cn[nH]c4C)C3)C2)c1 (stereo unspecified)
1,COc1cccc(N2CCN(C(=O)c3c(C)oc4ncnc(N5CCOCC5)c34)CC2)c1
6,C=Cc1ccc(Cn2c(C(=O)O)c(CNCc3cc(OC)ccc3OC)c3ccc(C)cc32)cc1
0,Cc1cccc(OCc2nc(-c3ccc(Br)cc3)no2)c1C
11,COc1cc2c(cc1OC)/C(=C/CN1C(=O)CCC1O)CCS2 (stereo unspecified)
